From PubChem BioAssay
TrxR1 inh = blocks rat thioredoxin reductase 1; Potency, µM (highest dose often 114 µM), inactives show top-dose activity change, negative = inhibition, most hits filed as inhibitors; recombinant rTrxR1, NADPH fluorescence consumption, selenite substrate; AID 588453; O89049; actives 1% (n = 390,000); also: % is scaled to controls: 0 for no effect and ±100 for the full control effect; nearly all actives have a fitted effect of over 65% in size
Target sequence (O89049 whole entry, looked up): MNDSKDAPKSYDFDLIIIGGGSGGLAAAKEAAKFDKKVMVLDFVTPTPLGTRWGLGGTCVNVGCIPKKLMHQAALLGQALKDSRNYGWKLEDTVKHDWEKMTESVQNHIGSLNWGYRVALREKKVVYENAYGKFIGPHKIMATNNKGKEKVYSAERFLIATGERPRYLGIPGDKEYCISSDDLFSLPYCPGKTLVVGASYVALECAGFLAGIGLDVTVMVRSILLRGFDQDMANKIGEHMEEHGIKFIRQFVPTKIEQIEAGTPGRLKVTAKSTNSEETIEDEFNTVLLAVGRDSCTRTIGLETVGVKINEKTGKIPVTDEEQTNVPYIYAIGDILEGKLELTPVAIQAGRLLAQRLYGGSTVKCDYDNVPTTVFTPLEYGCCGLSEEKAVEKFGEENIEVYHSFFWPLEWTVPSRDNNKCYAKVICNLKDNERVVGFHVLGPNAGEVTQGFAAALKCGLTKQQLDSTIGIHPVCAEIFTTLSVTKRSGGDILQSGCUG
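Rat TrxR1 (90 nM in the dispensed reagent) was pre-reduced with 400 uM NADPH for 5 min at room temperature, then incubated with compound for 15 min. After 400 uM selenite was added, NADPH fluorescence (Ex 340/Em 450 nm) was followed for 8 min.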
Vif-APOBEC3G blk = inhibitors of Vif-APOBEC3G interaction | AID 602310 | actives 0.076% (n = 410,000) | HeLa A3G-eYFP + Vif (tagged APOBEC3G with the HIV-1 protein that degrades it), YFP fluorescence, overnight | Potency, µM (highest dose often 46.1 µM), for the others: top-dose activity, negative = active, actives largely listed as inhibitors | Q9HC16;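 also: % is scaled to controls: 0 for no effect and ±100 for the full control effect; nearly all actives have a fitted effect of over 60% in size; hits raise eYFP signal because A3G escapes Vif-driven loss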
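Read-out is eYFP fluorescence (Ex 488/Em 500-530) from Vif-expressing HeLa A3G-eYFP cells; more signal means A3G escaped Vif-mediated degradation. Cells plated overnight, compound pinned in, incubated overnight at 37 deg C.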
RXFP1 ag = RXFP1 (human) receptor agonism | Q9HBX9 | HEK293T-RXFP1 cAMP TR-FRET, 30 min; response scale: percent of porcine relaxin response, buffer zero | Potency, µM (highest dose often 57.5 µM), without a hit: at the highest dose activation, hits mostly activators | actives 0.3% (n = 370,000) | AID 2676; also: % is scaled to controls: 0 for no effect and ±100 for the full control effect; nearly all actives have a fitted effect of over 60% in size; many of its hits are not listed in these tables
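HEK293 cells stably expressing RXFP1, treated 30 min at 37C with compounds plus PDE4 inhibitor Ro 20174; cAMP measured by HTRF TR-FRET. Normalized to buffer and 29 nM porcine relaxin; EC50 by Hill fit.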
USP1 inh = blocks the human USP1/UAF1 deubiquitinase complex; O94782; recombinant USP1/UAF1, Ub-Rhodamine cleavage fluorescence; Potency, µM (titrated, usually from 57.1 µM), for inactives: at the highest dose activity change, negative = inhibition, hits mostly inhibitors; actives 0.23% (n = 390,000); AID 743255; also: % is scaled to controls: 0 for no effect and ±100 for the full control effect; nearly all actives have a fitted effect of over 60% in size; inactives centre near -12
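High-throughput fluorogenic screen: 1nM USP1/UAF1 complex, Ub-Rho substrate 150nM final, 50mM HEPES pH 7.8 with 0.5mM EDTA, 0.1 mg/ml BSA, 1mM TCEP and 0.01% Tween-20.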
RGS4 inh = inhibitors of human regulator of G protein signaling 4 | Potency, µM (highest dose often 114 µM), for inactives: at the top dose activity change, negative = inhibition, hits mostly inhibitors | P49798 | actives 0.039% (n = 390,000) | Transcreener GDP fluorescence polarization, RGS4-accelerated GTP hydrolysis; also: % is scaled to controls: 0 for no effect and ±100 for the full control effect; nearly all actives have a fitted effect of over 75% in size; some results filed as inactive show a strong effect at the top dose
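MLSMR compounds (23 nl, pin-transferred) preincubated 10 min at room temperature with a 500nM (2x) first reagent, then RGS4 at 900nM (2x) plus Transcreener GDP mix added; fluorescence polarization (620/688 nm) read before and after 90 min at 30 °C.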
12-LOX inh = ALOX12 (human) lipoxygenase inhibition; actives 1.1% (n = 580,000); purified 12hLO, xylenol orange hydroperoxide absorbance; Potency, µM (series often up to 108 µM), for inactives: at the top dose activity change, negative = inhibition, most hits filed as inhibitors; also: % is scaled to controls: 0 for no effect and ±100 for the full control effect
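Purified human 12hLO (150 nM final) in 25 mM Hepes, 0.01% Triton X-100, pH 7.0 was preincubated 15 min at room temperature with compound. Then 40 uM arachidonic acid was added, 30 min. Hydroperoxide was read by Fe-XO absorbance ratio 573/405 nm.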
TrxR1 substrate = substrates of rat thioredoxin reductase 1; purified TrxR1 substrate turnover, NADPH consumption readout; AID 588456; O89049; actives 0.01% (n = 390,000); Potency, µM (top dose mostly 114 µM), without a hit: at the top dose activity change, negative = substrate turnover; also: % is scaled to controls: 0 for no effect and ±100 for the full control effect; nearly all actives have a fitted effect of over 50% in size
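Rat TrxR1, dispensed at 90 nM, was prereduced with 400 uM NADPH (final) for 5 min at ~22 deg C, then incubated with compound 15 min before 400 uM selenite. A first-read NADPH fluorescence drop versus no-compound background flagged substrates.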
Vif-APOBEC3F blk = inhibitors of Vif-A3F interaction | HeLa A3F-eYFP + Vif (tagged APOBEC3F with the HIV-1 protein that degrades it), YFP fluorescence increase | Potency, µM (top dose mostly 46.1 µM), for the others: at the top dose activity, negative = active | actives 0.2% (n = 390,000); also: % of control where 0% means no effect; nearly all actives have a fitted effect of over 65% in size
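Fluorescence increase (Ex 488/Em 500-530) after overnight compound treatment at 37 deg C flags inhibition of Vif-driven A3F-eYFP loss in stable HeLa A3F-eYFP/Vif cells seeded overnight beforehand.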
mIDH1 inhibitor = human IDH1 R132H inhibition | O75874 | actives 0.093% (n = 390,000) | IDH1-R132H enzyme, NADPH consumption, diaphorase/resazurin fluorescence | Potency, µM (doses to about 76.6 µM), for the others: top-dose activity change, negative = inhibition, hits mostly inhibitors; also: % is scaled to controls: 0 for no effect and ±100 for the full control effect; nearly all actives have a fitted effect of over 65% in size
Target sequence (O75874 whole entry R132H, stated change not applied): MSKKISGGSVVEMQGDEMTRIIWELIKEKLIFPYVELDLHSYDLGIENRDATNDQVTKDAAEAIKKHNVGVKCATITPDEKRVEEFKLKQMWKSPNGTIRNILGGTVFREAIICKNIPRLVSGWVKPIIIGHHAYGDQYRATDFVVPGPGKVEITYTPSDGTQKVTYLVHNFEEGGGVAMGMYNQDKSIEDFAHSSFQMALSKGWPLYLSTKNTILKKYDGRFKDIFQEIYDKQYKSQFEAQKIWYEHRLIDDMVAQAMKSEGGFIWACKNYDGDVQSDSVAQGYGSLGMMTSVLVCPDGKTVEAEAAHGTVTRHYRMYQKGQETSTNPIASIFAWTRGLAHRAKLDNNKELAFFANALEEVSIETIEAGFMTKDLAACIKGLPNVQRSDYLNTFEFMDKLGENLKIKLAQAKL
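IDH1-R132H (0.5 ug/mL) preincubated 30 min with compound, then NADPH (0.016 mM) and alpha-KG (2 mM) added; 80 min at RT, pH 7.5. Remaining NADPH coupled via diaphorase/resazurin to fluorescence (540/590 nm); concentration-response curves normalized to no-enzyme control.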
* hit, by the source's call; ? = inconclusive; nt = not tested or not shown; [ ] = dose if it differs, or a comment. Calls follow the shape of the dose curve; as a rule, active = well fitted curve in the direction sought with a large enough effect; inconclusive = small, poorly fitted or top-dose-only effect, or another doubt; inactive = no such curve, though single readings can be large; an effect the other way counts as inactive or inconclusive. Potency is read from the fitted curve at half-maximal effect. An excerpt; the hit share may differ from the screen's.

| # | Molecule | TrxR1 inh | Vif-APOBEC3G blk | RXFP1 ag | USP1 inh | RGS4 inh | 12-LOX inh | TrxR1 substrate | Vif-APOBEC3F blk | mIDH1 inhibitor |
| --- | --- | --- | --- | --- | --- | --- | --- | --- | --- | --- |
| 1 | Cc1ccc(NC(=O)c2ccc3nsnc3c2)c(C)c1 | 10% | -3% | -0.3% | -6% | 15% | ? | -1% | 3% | 1% |
| 2 | Cc1ccc2oc(=O)c3cnn(CC(=O)N4CCCCC4C)c3c2c1 (configuration not stated) | 1%[57.1 µM] | 3% | 1.9% | -12% | 2% | 14%[57.4 µM] | 6%[57.1 µM] | 1% | -1% |
| 3 | CCOc1ccc2nc(Cl)sc2c1 | 20%[57.1 µM] | 3% | 0.1% | -13% | 10% | -14% | 10%[57.1 µM] | 10% | 29% |
| 4 | CCOc1ccc(C2CC(c3cccc(C)c3)n3nc(N)nc3N2)cc1 (configuration not stated) | 4%[57.1 µM] | -1% | -0.1% | -18% | -12% | 380%[activator] | 0%[57.1 µM] | -4% | 6% |
| 5 | CC(=O)C1=C(O)C(=O)N(CCc2c[nH]c3ccccc23)C1c1ccccc1 (configuration not stated) | 8% | 1% | ? | -14% | -33% | ? | -10% | 3% | -6% |
| 6 | CCOc1ccc(S(=O)(=O)Nc2cccc(-c3ccc(OCC)nn3)c2)cc1 | 21%[57.1 µM] | 3% | -1.0% | -10% | -38% | -15% | -3%[57.1 µM] | 0% | -22% |
| 7 | COc1ccc(CC(=O)NCC(=O)NC(Cc2ccccc2)C(=O)O)cc1 (configuration not stated) | 26%[57.1 µM] | -4% | 1.4% | -14% | -20% | 0% | -12%[57.1 µM] | -8% | 11% |
| 8 | O=C1CCC/C(=N\NC(=O)c2ccc(NS(=O)(=O)c3ccc(Br)cc3)cc2)C1 | ? | 0% | -0.1% | -17% | -26% | -25% | -7% | 3% | 4% |
| 9 | Cc1ccc2c(c1)C(=O)CCCCC(=O)N2 | 17% | 2% | 0.1% | -7% | -4% | -6% | 0% | 2% | 23% |
| 10 | Cc1nn(Cc2ccc(Cl)cc2)c(Cl)c1/C=N/NC(=O)CNc1ccccc1F | -6% | -12% | 1.0% | -18% | -21% | -10% | -6% | -35% | -1% |
| 11 | O=C(NC1CCCCCC1)C(=S)N1CCCC1 | 22% | 2% | -0.6% | -13% | 9% | 2% | -1% | 17% | -6% |
| 12 | CCN(c1ccccc1)S(=O)(=O)c1ccc(C(=O)N(C)CCc2ccc(OC)c(OC)c2)cc1 | 9%[57.1 µM] | -6% | -3.0% | -10% | 2% | -9% | 2%[57.1 µM] | 1% | 9% |
| 13 | O=C(O)CCC(=O)Nc1cccc2cccnc12 | 29%[57.1 µM] | 0% | 1.4% | -24% | -13% | -10% | -13%[57.1 µM] | -17% | 11% |
| 14 | Cc1ccc(S(=O)(=O)N2C[C@@H](C)[C@]3(C2)[C@H](O)[C@H](OC(=O)NCc2ccco2)C[C@H]2C(=O)N(c4ccccc4)C(=O)[C@H]23)cc1 | nt | 0% | nt | -26% | nt | -36% | nt | 7% | 6% |
| 15 | O=C(Nc1ccc2c(c1)OCO2)c1c(F)c(F)c(F)c(F)c1F | 11% | 0% | 1.1% | -9% | 5% | 11% | -2% | -2% | 9% |
| 16 | CN(c1ccccc1)S(=O)(=O)c1cccc(C(=O)N2CCN(c3ccccn3)CC2)c1 | 7% | 0% | 3.4% | -17% | -18% | 1% | 11% | 0% | 5% |
| 17 | O=C(Nc1ccc([N+](=O)[O-])c(NC(=O)c2cccnc2)c1)c1cccnc1 | -1% | -13% | nt | -5% | 5% | -36% | -3% | -15% | -7% |
| 18 | CCOc1ccc(S(=O)(=O)NCc2ccc3c(c2)CCN3C(=O)c2ccc(C)cc2)cc1 | 24%[57.1 µM] | 2% | 1.9% | -18% | -4% | -25% | -1%[57.1 µM] | -10% | -23% |
| 19 | CCc1nnc(NC(=O)c2cccc(S(=O)(=O)N3CCCC3)c2)s1 | -4%[57.1 µM] | -1% | 2.4% | -13% | -7% | -19% | 7%[0.0914 µM] | -22% | -15% |
| 20 | Oc1c(N=NC(=S)Nc2ccccc2F)c2ccccc2n1Cc1cccc(Cl)c1 | -14% | -1% | 1.3% | -1% | -28% | -17% | -9% | 15% | -11% |
| 21 | O=C(CSc1nnc2c(n1)[nH]c1ccc(S(=O)(=O)N3CCOCC3)cc12)Nc1ccc(F)c(F)c1 | -4% | ? | 5.3% | -17% | -11% | -4% | -13% | -21% | -7% |
| 22 | O=C(NCC(c1ccc2c(c1)OCO2)N1CCN(c2ccccc2)CC1)C(=O)Nc1ccccc1 (configuration not stated) | 40%[57.1 µM] | 4% | -0.1% | ? | -14% | -17% | 9%[57.1 µM] | -1% | -2% |
| 23 | S=C(NCc1ccc2[nH]c3c(c2c1)CCCC3)Nc1ccccc1Cl | -12%[57.1 µM] | -1% | ? | -17% | -29% | ? | -4%[57.1 µM] | -6% | 14% |
| 24 | O=C(COc1cccc2cccnc12)Nc1ccccc1N1CCOCC1 | 14%[57.1 µM] | -2% | 0.6% | -11% | 5% | -11% | 5%[57.1 µM] | 1% | 10% |
| 25 | Cc1ccc(C(=O)NCc2ccc3c(c2)OCO3)cc1Cl | 11%[57.1 µM] | -1% | 3.1% | -10% | 11% | 0% | -12% | 3% | 0% |
| 26 | CCOC(=O)N1CCC(Nc2c(NCCCN(C)Cc3ccccc3)c(=O)c2=O)CC1 | 8% | 0% | 0.5% | -25% | -6% | 1% | 2% | -1% | 13% |
| 27 | COc1cc(NC(=O)CCCN2C(=O)CCn3nc(-c4cn(C)c5ccccc45)cc32)cc(OC)c1 | 4%[57.1 µM] | -3% | -0.1% | -31% | -23% | -21% | 0%[57.1 µM] | 1% | 20% |
| 28 | CC(C)C(OC(=O)CCC(=O)Nc1nccs1)C(=O)NC1CCCCC1 (configuration not stated) | 16% | -2% | 2.3% | -9% | -6% | 7% | 4%[57.1 µM] | -2% | 15% |
| 29 | CC(=O)Nc1sc(C)c(C)c1C(=O)OCC(=O)N(Cc1ccccc1)C(C)C | 11% | -1% | 0.3% | -27% | 3% | 5% | 7% | -4% | 13% |
| 30 | Cc1cc(C)n(-c2nc(NC(C)(C)C)nc(NC(C)(C)C)n2)n1 | 15%[57.1 µM] | 0% | 2.5% | -11% | 2% | -1% | 4%[57.1 µM] | -6% | 0% |
| 31 | CCc1ccccc1NC(=O)c1ccccc1Sc1ccc([N+](=O)[O-])cc1Cl | -5% | -1% | 0.5% | -5% | 4% | -5% | -10% | 0% | 0% |
| 32 | COCCn1c(SCC(=O)Nc2ccc(OC)cc2)nnc1-c1ccoc1C | 19%[57.1 µM] | 0% | 0.8% | -13% | 13% | -1% | 10%[57.1 µM] | 10% | 5% |
| 33 | Cc1ccc(NC(=O)CCn2c(=O)[nH]c3ccsc3c2=O)cc1C | -6% | 1% | 2.0% | -13% | 12% | -6% | -6% | 2% | -9% |
| 34 | COc1ccc(/C(N)=N/OC(=O)CC2CCCCC2)cc1 | 5%[57.1 µM] | 1% | 0.7% | -14% | -7% | 0% | 7%[57.1 µM] | 2% | 6% |
| 35 | Cc1c(C(=O)NCC2CCCO2)oc2ccc(S(=O)(=O)N3CCCC3)cc12 (configuration not stated) | 4%[57.1 µM] | -7% | 0.6% | -4% | 0% | 0% | 10%[57.1 µM] | 0% | 1% |
| 36 | Cc1nn(-c2ccccc2)c2c1P(=O)(O)/C(=C1\N(C)c3ccccc3C1(C)C)C=N2 | -3% | 1% | 0.2% | -8% | -22% | -19% | -12% | 3% | -5% |
| 37 | Cc1ccc(S(=O)(=O)Nc2ccncc2)c(C)c1 | 19%[57.1 µM] | 0% | 4.5% | -5% | -3% | -13% | 10%[57.1 µM] | 8% | 4% |
| 38 | COc1ccc2cc(C(=O)C3CCCN(C(=O)c4sc(C)nc4C)C3)ccc2c1 (configuration not stated) | 38%[activator] | 5% | 22% | -16% | 10% | -1% | 211%[activator] | 2% | -2% |
| 39 | Cc1ccc(/C=C2\S/C(=N/S(=O)(=O)c3cccs3)NC2=O)cc1 | 4% | -1% | 1.3% | ? | -27% | 28µM* | 5% | ? | ? |
| 40 | Cc1ccc(-n2c(C)nn(CC#N)c2=O)cc1 | 12%[57.1 µM] | 0% | -0.8% | -13% | 6% | 3% | 6%[57.1 µM] | 7% | 4% |
| 41 | COc1ccccc1CNC(=O)C1(c2cccs2)CCOCC1 | 12%[57.1 µM] | 5% | 1.8% | -14% | -17% | -15% | -1%[57.1 µM] | -6% | ? |
| 42 | COCCn1c(CNC(=O)c2ccccc2C)nc2cccnc21 | 9%[57.1 µM] | -5% | 8.4% | -27% | -13% | -8% | -4%[57.1 µM] | ? | -5% |
| 43 | CCN(CC)C(=O)c1cc2c(=O)n3cccc(C)c3nc2n1C | 10%[57.1 µM] | 0% | 7.3% | -22% | -16% | -11% | 35%[activator][57.1 µM] | 9% | 3% |
| 44 | Cc1ccc(SCC(=O)NCCCN2CCOCC2)cc1 | 0%[57.1 µM] | -4% | 0.2% | -9% | -5% | 18% | 5% | -13% | 2% |
| 45 | CC(=O)NCC(=O)N(c1c(C)n(C)n(-c2ccccc2)c1=O)C1(C(=O)NC2CCCC2)CCCCC1 | -1% | 1% | 0.8% | -9% | -24% | 40%[activator] | -4% | 7% | 6% |
